PLK1 PBD block – blocks phosphopeptide binding to human PLK1 polo-box domain; 360,000 tested, 2.8% active; Plk1 PBD binding of FITC phosphopeptide, fluorescence polarization; Potency, µM, for inactives: max response, negative = inhibition, most hits filed as inhibitors; AID 720504; further: potency means the concentration at half of the fitted maximal effect; series mostly up to about 57 µM; on the % scale 0 is the no-effect control and ±100 the full control effect; nearly all actives have a fitted effect of over 65% in size
PI5P4K alpha inh – inhibitors of human PI5P4K alpha; PI5P4Kalpha enzyme, ADP-Glo luminescence, 60 min; hits give low values; max response, %; 330,000 tested, 1.2% active; active means max response of -50% or lower; inconclusive means between -30% and -50%; inactive means -30% or higher; further: value at the top dose of about 77 µM; on the % scale 0 is the no-effect control and ±100 the full control effect
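Luminescence from ADP-Glo served as readout of PI5P4Kalpha activity in a qHTS format. Reaction: enzyme, substrate, compound, ATP at 5 microM final, 60 min at RT.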
IL2 activator – IL-2 activation; IL-2 activation reporter assay, cell-based qHTS; stimulated with anti-CD3/CD4/CD28 beads; in transgenic mouse T cells; activation, % (series mostly up to about 46 µM); 360,000 tested, 0.065% active; AID 652025; in the data active means activation above about 50%; inconclusive means mostly about 30% to 49%; further: 0% is about no effect
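Screening format: compound pinned onto unstimulated transgenic mouse T cells, 60 min incubation, then anti-CD3/anti-CD4/anti-CD28 bead stimulation for 18 hours at 37 degrees C, followed by EGFP and DsRed detection.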
Abeta yeast res – compounds reversing amyloid beta toxicity in yeast. yeast expressing A-beta42, growth rescue, OD600, 48 h; response scale: 0% DMSO, 100% iron-clioquinol control. Potency, µM (series often up to 46.1 µM), for inactives: at the top dose growth rescue, actives largely listed as activators. 410,000 tested, 0.063% active. AID 1347071; further: potency means the concentration at half of the fitted maximal effect; nearly all actives have a fitted effect of over 55% in size
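Growth rescue measured by 600 nm absorbance after 48 h yeast culture at 30 C with compound. Values normalized between DMSO and an equimolar ferric chloride plus clioquinol control.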
FUS suppressor – rescues growth of FUS-expressing yeast; AID 1347120; S. cerevisiae FUS-expressing, growth rescue, OD600, 24 h; 390,000 tested, 0.24% active; Potency, µM (highest dose often 76.6 µM), without a hit: top-dose growth rescue (activation), usual class: activators;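 further: potency means the concentration at half of the fitted maximal effect; plate controls were DMSO vehicle for no effect and reference control for full effect; nearly all actives have a fitted effect of over 55% in size; some results filed as inactive show a strong effect at the top dose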
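Quantitative HTS measuring growth restoration of FUS-toxic yeast. Galactose-induced cells (OD 0.005) were exposed 24hr at 30C to compounds at several concentrations, then absorbance at 600 nm was recorded.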
EPAC1 ag – activates human EPAC1 exchange factor. O95398. EPAC1 agonist qHTS, biochemical assay; response scale: 100% = response to 6.5 mM cAMP. Potency, µM (series often up to 154 µM), for the others: top-dose activation, actives largely listed as activators. 360,000 tested, 0.073% active. AID 720707; further: potency means the concentration at half of the fitted maximal effect; nearly all actives have a fitted effect of over 60% in size
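EPAC1 100 nM, Rap1B–BODIPY-GDP 250 nM, unlabeled GDP 50 uM; compound titration; 5 min RT; kinetic read ex480/em540 at 5-min intervals ×30 min; data normalized to 6.5 mM cAMP agonist control.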
WRN helicase inh – inhibitors of human WRN helicase; Q14191; WRN helicase unwinding, fluorescent forked duplex, kinetic; Potency, µM (series often up to 114 µM), for the others: at the highest dose activity change, negative = inhibition, most hits filed as inhibitors; 360,000 tested, 0.46% active; AID 651768; further: potency means the concentration at half of the fitted maximal effect; on the % scale 0 is the no-effect control and ±100 the full control effect; nearly all actives have a fitted effect of over 55% in size
Target sequence (Q14191 whole entry, looked up): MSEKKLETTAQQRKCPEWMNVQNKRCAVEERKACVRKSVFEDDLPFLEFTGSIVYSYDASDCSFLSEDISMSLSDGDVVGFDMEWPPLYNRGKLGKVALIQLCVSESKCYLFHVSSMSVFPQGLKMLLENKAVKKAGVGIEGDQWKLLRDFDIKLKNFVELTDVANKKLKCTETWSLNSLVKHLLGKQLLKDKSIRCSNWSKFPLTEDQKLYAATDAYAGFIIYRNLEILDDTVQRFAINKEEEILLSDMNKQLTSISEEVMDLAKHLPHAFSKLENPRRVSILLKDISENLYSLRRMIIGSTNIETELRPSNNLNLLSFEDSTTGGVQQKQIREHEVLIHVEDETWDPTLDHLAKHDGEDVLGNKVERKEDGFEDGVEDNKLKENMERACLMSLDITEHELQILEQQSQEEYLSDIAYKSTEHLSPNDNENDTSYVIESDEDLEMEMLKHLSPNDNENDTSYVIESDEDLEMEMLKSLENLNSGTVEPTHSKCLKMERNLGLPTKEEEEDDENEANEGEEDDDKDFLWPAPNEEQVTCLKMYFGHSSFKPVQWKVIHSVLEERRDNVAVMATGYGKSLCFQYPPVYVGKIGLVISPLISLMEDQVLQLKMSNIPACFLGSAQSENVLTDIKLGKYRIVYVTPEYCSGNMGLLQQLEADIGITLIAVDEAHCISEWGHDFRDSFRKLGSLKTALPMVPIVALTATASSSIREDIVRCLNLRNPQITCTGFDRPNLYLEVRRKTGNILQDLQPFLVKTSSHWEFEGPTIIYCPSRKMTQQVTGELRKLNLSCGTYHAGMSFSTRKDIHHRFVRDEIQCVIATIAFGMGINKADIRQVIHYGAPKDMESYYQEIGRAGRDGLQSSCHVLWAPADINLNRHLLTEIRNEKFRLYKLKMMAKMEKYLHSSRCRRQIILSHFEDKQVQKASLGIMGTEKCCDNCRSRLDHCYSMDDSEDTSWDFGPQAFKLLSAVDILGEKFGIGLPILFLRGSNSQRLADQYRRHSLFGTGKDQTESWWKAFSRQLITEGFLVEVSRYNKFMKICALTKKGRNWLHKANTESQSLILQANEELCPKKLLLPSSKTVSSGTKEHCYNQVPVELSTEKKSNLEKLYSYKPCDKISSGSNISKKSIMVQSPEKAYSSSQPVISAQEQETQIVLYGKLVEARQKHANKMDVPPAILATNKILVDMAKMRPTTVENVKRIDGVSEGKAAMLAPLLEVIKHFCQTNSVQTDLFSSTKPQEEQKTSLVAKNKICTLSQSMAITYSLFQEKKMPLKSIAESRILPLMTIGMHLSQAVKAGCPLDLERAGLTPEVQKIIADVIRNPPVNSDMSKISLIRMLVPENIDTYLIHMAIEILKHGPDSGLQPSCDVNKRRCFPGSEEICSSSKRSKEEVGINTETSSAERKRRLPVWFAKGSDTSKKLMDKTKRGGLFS
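Kinetic red-fluorescence monitoring (525/598 nm) tracks WRN helicase activity after 100 nM fluorophore-quencher forked duplex and 2 mM ATP are added to 20 nM enzyme pretreated 15 min at room temperature with compound.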
EPAC1 antag – blocks human EPAC1 exchange factor; EPAC1 GEF assay, Rap1b-BODIPY-GDP exchange fluorescence; Potency, µM (highest dose often 115 µM), inactives show at the top dose activity change, negative = inhibition, most hits filed as inhibitors; 360,000 tested, 0.14% active; AID 720709;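 further: potency means the concentration at half of the fitted maximal effect; plate controls were vehicle for no effect and positive control for full effect; nearly all actives have a fitted effect of over 50% in size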
* marks the source's active call; other numbers are inactive results; u = inconclusive; x = no result given; [ ] = dose if it differs, or a comment. Unless noted, the call rests on the fitted dose curve; in most records, active means well fitted curve in the direction sought with a large enough effect; inconclusive means small, poorly fitted or top-dose-only effect, or another doubt; inactive means no such curve, though single readings can be large; an effect the other way counts as inactive or inconclusive. Compounds were not picked by outcome. Share with any hit: about 4.1%.

smiles	PLK1 PBD block	PI5P4K alpha inh	IL2 activator	Abeta yeast res	FUS suppressor	EPAC1 ag	WRN helicase inh	EPAC1 antag
CCOC(=O)[C@]12CCC=C1N(Cc1ccco1)C(=O)[C@H](CC(=O)NCC1CCCCC1)C2	-10%	-20	-0.5	-7%	35%	-3%	-3%	-5%
CC(C)c1cccc(-c2csc(C(C)(O)c3ccccc3)n2)c1 (stereo not drawn)	2%	32	-0.3	-79%[inhibitor]	19%	-5%	-11%	-22%
CN1C[C@@H]2[C@@H]3C(=O)N(Cc4ccccc4)C(=O)[C@@H]3[C@](Cc3ccccc3)(C1=O)N2C(=O)c1ccc(Br)cc1	1%	-6	0.0	0%	31%	-1%	-6%	-7%
CCOC(=O)CC1C(=O)NCCN1S(=O)(=O)c1ccc(Cl)cc1Cl (stereo not drawn)	-12%	4	-1.8	3%	2%	-3%	0%	-3%
CCc1ccccc1NC(=O)CNC(=O)CSC(=S)N1CCCC1	7%	1	0.2	3%	1%	9%	1%	10%
N#Cc1cc2ccccc2nc1SCC(=O)Nc1ccc(S(=O)(=O)N2CCCC2)cc1	-2%	x	2.9	12%	25%	6%	-1%	1%
CCNC(=O)C1(C)CCN1C(=O)CCc1cccc(Cl)c1 (stereo not drawn)	-13%	-1	-0.2	-11%	-16%	5%	8%	-1%
Cc1ccc2occ(CN3CCN(c4ccccc4)CC3)c(=O)c2c1	-11%	x	-1.4	1%	36%	10%	-1%	6%

Next structures follow.
smiles	PLK1 PBD block	PI5P4K alpha inh	IL2 activator	Abeta yeast res	FUS suppressor	EPAC1 ag	WRN helicase inh	EPAC1 antag
COC(=O)C1=C(C)N(Cc2ccccc2)C(=NCc2ccc3c(c2)OCO3)N[C@H]1c1ccccc1	-5%	-3	-0.3	-4%	10%	2%	1%	-7%
COc1cc(Cl)ccc1OCc1cc(C(=O)N(C)Cc2cn(C)nc2C)no1	-5%	-3	-0.8	-1%	24%	18%	-14%	-13%
Cc1nc2ncccn2c1-c1csc(Nc2ccc(S(N)(=O)=O)cc2)n1	-9%	-6	-0.1	-8%	2%	8%	-15%	8%
O=C(NCc1ccc(Cl)cc1)C(=O)NCC(c1cccnc1)N1CCN(c2ccc(F)cc2)CC1 (stereo not drawn)	1%	0	-4.5	-2%	20%	-7%	-3%	u
COc1ccc(CC(=O)NNc2ncnc3c2cnn3C)cc1	-9%	4	-2.1	0%	-9%	11%	-32%[57.1 µM]	-12%
O=Cc1ccc(OC(=O)C2CC(=O)N(c3ccc(F)cc3)C2)cc1 (stereo not drawn)	u	x	-2.0	-29%	34%	-1%	6%	12%
O=C(O)CCc1ccc(-c2ccc(Cl)cc2)n1CC(=O)Nc1ccccc1	0%	-6	-0.1	0%	2%	-2%	4%	7%
CCOC(=O)C1C(c2cccs2)NC(=O)N(C)C1(O)C(F)(F)F (stereo not drawn)	-6%	9	3.2	u	1%	3%	-11%[57.1 µM]	-11%

Quoted at random: 2 records from the list
smiles	PLK1 PBD block	PI5P4K alpha inh	IL2 activator	Abeta yeast res	FUS suppressor	EPAC1 ag	WRN helicase inh	EPAC1 antag
COc1ccc(CC(=O)NNc2ncnc3c2cnn3C)cc1	-9%	4	-2.1	0%	-9%	11%	-32%[57.1 µM]	-12%
COc1cc(Cl)ccc1OCc1cc(C(=O)N(C)Cc2cn(C)nc2C)no1	-5%	-3	-0.8	-1%	24%	18%	-14%	-13%

The list goes on.
smiles	PLK1 PBD block	PI5P4K alpha inh	IL2 activator	Abeta yeast res	FUS suppressor	EPAC1 ag	WRN helicase inh	EPAC1 antag
N/C(=N\OC(=O)c1ccc(Cl)cc1)c1ccccn1	-1%	x	-3.2	-48%[inhibitor]	4%	0%	0%	-8%
COc1ccc([N+](=O)[O-])cc1COc1ccc2c(-c3ccccc3)cc(=O)oc2c1	-4%	2	-7.4	0%	x	-13%	-22%	-8%
O=C(CSc1nnc(-c2cccnc2)n1CCc1ccccc1)N1CCCCC1	1%	0	-1.9	2%	19%	-7%	7%	14%
COC(=O)c1sc2ncn(N)c(=O)c2c1C	-8%	1	2.8	2%	9%	-2%	2%	9%
CC(=O)N/C(=C\c1ccccc1)C(=O)OCC(=O)c1c(N)n(C)c(=O)n(C)c1=O	3%	5	-0.2	-1%	3%	-7%	-3%	-2%
CC(Sc1nc(NC(C)(C)C)nc(N(C)C)n1)C(=O)Nc1ccccc1 (stereo not drawn)	-7%	7	2.2	3%	1%	-14%	1%	-15%
CC(C)c1ccc(S(=O)(=O)N2CCN(C(=O)C3CCCCC3)CC2)cc1	-7%	1	0.3	16%	12%	3%	2%	8%
CN(C)CCN(C(=O)c1ccc2c(c1)CCCC2)c1nc2cc3c(cc2s1)OCCO3	-1%	0	-1.2	-18%	x	13%	-19%	-6%

More entries:
smiles	PLK1 PBD block	PI5P4K alpha inh	IL2 activator	Abeta yeast res	FUS suppressor	EPAC1 ag	WRN helicase inh	EPAC1 antag
CCOC(=O)Cc1nn(Cc2ccc(Cl)cc2)c(=O)c2ccccc12	0%	17	-2.0	-6%	-4%	1%	1%	-1%
COc1cc(CN(CC2CCCO2)C(=O)c2ccco2)cc(OC)c1OC (stereo not drawn)	-15%	5	-2.2	-11%	13%	6%	-4%	1%
Cc1ccc(-c2nnc(-c3cccc4ccccc34)o2)cc1	-7%	25	3.5	u	15%	4%	-19%	-17%
Cc1ccc(-c2c(C#N)c(N)nc3c2CCCCC3)o1	-7%	x	1.1	6%	22%	2%	-10%	8%
COc1ccc(-c2ccc(CN3C(C(C)C)C(=O)N(Cc4cn(Cc5ccco5)nn4)CCS3(=O)=O)cc2)cn1 (stereo not drawn)	-7%	-6	-2.5	-34%[inhibitor]	u	6%	-1%	-11%
Cc1ccc(S(=O)(=O)N2CCC(C)CC2)cc1C(=O)NCCN1CCOCC1	2%	2	-0.4	6%	21%	-15%	1%	-3%
CCN(C(=O)CSc1nnc(-c2cccs2)o1)C1CCS(=O)(=O)C1 (stereo not drawn)	-6%	-3	-0.1	2%	13%	3%	7%	3%
CS(=O)(=O)N1CCC(C(=O)Nc2ccc(Cl)cc2Cl)CC1	-4%	1	-1.6	-1%	-42%	12%	1%	2%

More results follow:
smiles	PLK1 PBD block	PI5P4K alpha inh	IL2 activator	Abeta yeast res	FUS suppressor	EPAC1 ag	WRN helicase inh	EPAC1 antag
O=C(Nc1ccccn1)c1ccco1	-6%	x	-0.8	4%	-7%	2%	3%	16%
S=c1nccc(-c2ccc(Cl)cc2)[nH]1	1.5µM*	-1	-0.1	21%	2%	10%	-10%	-2%
CN1CCN(c2nc3c(c(=O)[nH]c(=O)n3C)n2CCOc2ccccc2)CC1	-13%	-6	-3.4	-3%	x	-1%	13%	-26%
Cc1ccc(NCc2ccccc2OCc2ccccc2F)cc1	-6%	21	0.1	-28%	11%	24%	-3%	-13%
COCOc1cc(O)c(C(=O)/C=C/c2ccccc2)c(OCOC)c1	-8%	21	0.1	-13%	10%	-7%	-4%	-25%
Cc1cc(NO)c(C(C)C)cc1N=O	-10%	0	-0.5	19%	-5%	0%	-21%	-9%
CC(=O)Nc1cccc(NC(=O)C2CCCN2C(=O)Nc2cccc(C)c2)c1 (stereo not drawn)	-10%	x	-0.3	-9%	3%	6%	3%	5%
O=C(N/N=C/c1cc(Br)c(Br)o1)C(O)c1ccccc1 (stereo not drawn)	u	-14	-2.4	-15%	42%	-5%	u	20%

Carrying on:
smiles	PLK1 PBD block	PI5P4K alpha inh	IL2 activator	Abeta yeast res	FUS suppressor	EPAC1 ag	WRN helicase inh	EPAC1 antag
CCCCCCCN(C(=O)CCl)c1cccc(C)c1	-6%	6	-1.1	28%	10%	11%	-14%[57.1 µM]	11%
O=C(N[C@H]1C/C=C\C[C@H](CC(=O)N(CCO)Cc2ccccc2)C(=O)NC[C@H](c2ccccc2)OC1=O)OCC1c2ccccc2-c2ccccc21	4%	5	-0.5	-7%	u	-6%	1%	-9%
COc1ccc(N2C(=O)c3cccc4cc(Br)cc(c34)C2=O)cc1	0%	3	-2.4	-4%	0%	-2%	9%	-15%
N#Cc1c(NC(=O)CSc2n[nH]c(Cc3ccccc3)n2)oc(-c2ccccc2)c1-c1ccccc1	-5%	-10	-5.0	-10%	x	-6%	-31%	-17%
CN(CCCCCC(=O)/C=N/O)Cc1ccccc1	-11%	-3	-0.2	11%	x	1%	-13%	6%
O=C(NC1CCc2ccccc21)c1cc(COc2c(F)cccc2F)on1 (stereo not drawn)	-7%	-2	0.1	16%	-8%	19%	-5%	6%
Cn1c(=O)[nH]c(=O)c2c1nc(NC1CCCCC1)n2Cc1ccccc1	-4%	0	0.2	-5%	-12%	-5%	3%	-4%
CC(C)N(c1nnc(N)s1)C(C)C	1%	x	-1.7	6%	-5%	0%	7%	3%

(further entries)
smiles	PLK1 PBD block	PI5P4K alpha inh	IL2 activator	Abeta yeast res	FUS suppressor	EPAC1 ag	WRN helicase inh	EPAC1 antag
N#Cc1c(SCC(=O)Nc2nncs2)sc2c(O)cc(=O)[nH]c12	u	-76*	-0.6	-2%	40%	-9%	14µM*	89µM*
O=C1NN(c2ccc(F)cc2)C(=O)/C1=C/c1cccs1	-28%	-11	-4.1	-9%	13%	0%	-3%	-27%
COc1ccccc1NS(=O)(=O)c1cccc(NC(=S)NCCN2CCOCC2)c1	24µM*	-1	-0.3	4%	17%	10%	4%	-4%
Cc1cccc(OCCOC(=O)CN2C(=O)NC3(CCCC3)C2=O)c1	0%	6	-6.2	15%	2%	4%	-4%	-10%
Cc1noc(C)c1C(=O)OC(C)C(=O)N1CCc2ccccc21 (stereo not drawn)	-18%	3	0.1	-12%	u	1%	-2%	-11%
Cc1sc2nc(CN3CCOCC3)nc(NCCc3ccccc3)c2c1C	-11%	-1	0.3	-24%	x	10%	-3%	-10%
CC(C)c1ccc(S(=O)(=O)N2CCC(C(=O)NCc3ccco3)CC2)cc1	-7%	-3	-3.9	-1%	4%	2%	2%	-9%
CC1(C)CC(NC(=O)C2CCCCC2C(=O)O)CC(C)(C)N1 (stereo not drawn)	4%	-2	2.0	6%	0%	1%	-2%	5%
NC(=O)c1ncn([C@@H]2O[C@H](CNC(=O)[C@H](N)CSCc3ccccc3)[C@@H](O)[C@H]2O)n1	-6%	-1	-0.4	-3%	-6%	-3%	-1%	-2%
